# Bioassay records from PubChem.
# CRFBP-R2 agonist – agonists of human CRF-binding protein/CRF-R2 receptor complex. HEK293 CRF-R2/CRF-BP, calcium dye fluorescence (FLIPR); percent of saturating CRF peptide response. activation, % at 13.2 µM. 350,000 tested, 0.46% active;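 active means activation of at least 50%, plus an integration ratio under a set limit after plate pattern correction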;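 further: plate controls were neutral control wells without compound for no effect and CRF at EC100 for full effect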
# PHOSPHO1 inh – inhibitors of human PHOSPHO1 phosphatase. Q8TCT1. recombinant PHOSPHO1, absorbance phosphatase assay. inhibition, % at 13.3 µM. 290,000 tested, 1.1% active. AID 1565; in the data active means inhibition above about 60%
# M4 PAM – potentiates acetylcholine response at human M4 receptor. 360,000 tested, 0.4% active. AID 624126. CHO-K1 hM4/Gqi5, Fluo-8 calcium fluorescence, ACh EC20; 0% = ACh EC20, 100% = maximal ACh. activation, % at 3 µM;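 active means activation above its plate's cutoff, the mean activation of sample wells plus 3 SD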; further: some results filed as inactive read as strong as hits
# IDE cell inh – inhibits human insulin-degrading enzyme in HEK cells; 320,000 tested, 0.41% active; P14735; FAbetaB cleavage, fluorescence polarization; inhibition, % at 5.59 µM;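 active means percent inhibition above the average of all tested compounds plus 3 SD, set per screening campaign, cut at about 16% in these data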;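 further: IDE supplied by intact live HEK cells; FP after avidin binding of uncleaved biotin substrate so inhibition keeps polarization high; 0% = DMSO wells and 100% = 60 µM reference IDE inhibitor Ii1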
# Target sequence (P14735 whole entry, looked up): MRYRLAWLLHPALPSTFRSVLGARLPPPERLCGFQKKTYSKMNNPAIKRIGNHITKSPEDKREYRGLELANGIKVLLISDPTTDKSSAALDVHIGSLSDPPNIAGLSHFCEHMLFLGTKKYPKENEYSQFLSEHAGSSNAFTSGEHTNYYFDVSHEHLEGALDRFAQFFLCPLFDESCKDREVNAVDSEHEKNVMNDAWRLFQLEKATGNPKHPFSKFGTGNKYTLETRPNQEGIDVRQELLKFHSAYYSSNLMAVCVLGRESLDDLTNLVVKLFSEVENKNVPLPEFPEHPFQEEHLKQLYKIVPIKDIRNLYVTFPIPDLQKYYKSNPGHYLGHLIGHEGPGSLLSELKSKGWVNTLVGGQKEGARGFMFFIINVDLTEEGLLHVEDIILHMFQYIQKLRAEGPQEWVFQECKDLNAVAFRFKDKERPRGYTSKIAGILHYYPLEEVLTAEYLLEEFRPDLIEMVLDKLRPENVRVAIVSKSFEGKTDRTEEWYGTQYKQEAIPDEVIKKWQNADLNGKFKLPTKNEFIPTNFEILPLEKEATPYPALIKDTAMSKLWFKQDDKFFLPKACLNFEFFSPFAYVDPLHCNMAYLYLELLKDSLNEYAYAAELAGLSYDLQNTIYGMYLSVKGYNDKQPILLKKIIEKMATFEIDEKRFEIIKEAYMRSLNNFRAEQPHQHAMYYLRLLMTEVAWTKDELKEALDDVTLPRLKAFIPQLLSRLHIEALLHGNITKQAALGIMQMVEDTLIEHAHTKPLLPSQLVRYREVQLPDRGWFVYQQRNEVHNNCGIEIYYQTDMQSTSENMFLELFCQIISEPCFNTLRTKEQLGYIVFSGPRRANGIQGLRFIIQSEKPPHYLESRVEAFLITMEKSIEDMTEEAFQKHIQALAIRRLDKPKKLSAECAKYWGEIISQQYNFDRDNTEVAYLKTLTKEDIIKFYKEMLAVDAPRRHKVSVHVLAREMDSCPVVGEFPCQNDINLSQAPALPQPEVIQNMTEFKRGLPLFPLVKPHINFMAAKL
# IDE cell activ – activators of human insulin-degrading enzyme in cells. HEK cells, FAbeta-B cleavage, fluorescence polarization; 0% vehicle, 100% cell-free pure enzyme wells. 340,000 tested, 0.073% active. AID 493087. activation, % at 5.96 µM;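 active means activation above the mean of all tested compounds plus 3 SD, set per screening campaign, cut at about 17% in these data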
# p-CIP stab down – p/CIP protein destabilization; AID 1984; Q05BA5; 290,000 tested, 0.01% active; F442A p/CIP-EGFP cells, EGFP fluorescence, 16 h; decrease of EGFP signal, % at 10 µM;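 active means EGFP signal decrease of at least 30% at 10 µM or well 3 SD below plate mean, unless failing retest; inactive means the rest, including hits failing retest or dose response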; further: some compounds called inactive have numbers as strong as hits; many of its hits are not listed in these tables
# GalR3 antagonist – antagonists of human GalR3; inhibition, % at 3 µM; HEK293 GalR3-CNG cAMP membrane potential fluorescence; galR3 body fused to GalR1 C-terminus; AID 651719; 360,000 tested, 0.44% active;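 active means inhibition above the screen-wide average plus 3 SD, cut at about 13% in these data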;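 further: forskolin and galanin both at EC90 stimulate the cells; cAMP rise reported by CNG channel membrane potential dye signal; 0% = forskolin plus galanin with DMSO and 100% = forskolin alone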
# MEKK3 PB1 HTS – modulators (inhibitors or enhancers) of MEK5 binding to human MEKK3 PB1 domain; Q99759; bead-based flow cytometry, Alexa488-MEK5 binding to MEKK3; actives lie on both sides; 0 = blocked by unlabeled MEK5, 100 = vehicle; binding response (% of control), % at 10 µM; 290,000 tested, 1.4% active; AID 1529;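 active means binding response more than 3 SD above or below the average of its plate-row segment, actives on both sides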;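 further: Alexa488 bead fluorescence after subtracting the streptavidin-only scavenger bead signal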
# CRFR2-BP antag – CRF-BP/CRF-R2 complex antagonism. HEK293 CRF-R2/CRF-BP, CRF-induced calcium fluorescence. inhibition, % at 11.8 µM. 350,000 tested, 0.59% active. AID 588475;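 active means inhibition of the ligand-induced calcium signal above about 50% at the single tested concentration, limit read from the data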
# Active calls of the source: *; / = no result given; [ ] = remark or other dose. This is a random part of the collection, and some 4.2% of all compounds hit somewhere here.
SMILES,CRFBP-R2 agonist,PHOSPHO1 inh,M4 PAM,IDE cell inh,IDE cell activ,p-CIP stab down,GalR3 antagonist,MEKK3 PB1 HTS,CRFR2-BP antag
Cc1cc(S(=O)(=O)N2CCN(c3ccc(F)cc3)CC2)c(C)s1,-0.6,-6.6,-3.9,1.8,2.8,2.6,/,102.0,9.4
COc1ccc(C(=O)Cn2c(NCCCO)nc3ccccc32)cc1,0.0,/,7.3,/,/,/,-6.4,/,7.8
O=C(NC1CCCC1)c1ccccc1-c1ccccc1,-1.5,-2.0,6.9,4.4,1.3,-6.8,-0.7,98.0,11.7
COCC(=O)Nc1cc([N+](=O)[O-])ccc1OC,1.5,-5.1,1.3,0.6,5.1,-7.1,0.8,105.0,7.7
O=C(CCCc1nc(-c2ccccc2Cl)no1)NC1CCCC1,-0.8,22.4,-2.0,5.3,6.0,3.9,-1.9,99.0,6.2
O=C(c1cccs1)N1C[C@@H](O)[C@H](n2cc(-c3ccc(F)cc3)nn2)C[C@@H]1c1ccccc1,-0.2,/,-2.7,/,/,/,-4.1,/,-7.2
CCOC(=O)c1cc2c(ccc3ccccc32)oc1=O,-0.4,8.9,3.9,8.9,5.3,2.2,-6.3,100.0,-1.2
CN(C)CCCN(Cc1cc2cc3c(cc2[nH]c1=O)OCO3)C(=S)Nc1ccccc1,1.5,7.7,10.3,1.2,3.6,13.7,7.2,103.0,-10.2
C=CCn1c(SCC(=O)Nc2c(C)nn(Cc3ccccc3)c2C)nnc1C(O)c1ccccc1 (configuration not stated),-0.7,-20.5,1.2,-2.0,3.5,-2.2,1.0,103.0,-0.9
CCOc1ccc(-n2ccc(=O)c(C(=O)Nc3ccc(S(=O)(=O)Nc4ncccn4)cc3)n2)cc1,-0.6,38.2,-0.6,-4.3,3.3,-3.3,-0.5,99.0,13.1
O=C(O)c1cccc(Cn2c(Cl)c(/C=N/NC(=O)c3ccco3)sc2=O)c1,-1.4,29.0,-0.3,-4.2,-0.1,9.7,-0.8,102.0,2.5
CNC(=S)Nc1ccc(OC)c(OC)c1,-0.4,3.5,-3.7,0.7,2.2,-13.8,-1.7,2.0*[inhibitor],-5.6

# Grouped by structure, those above with a Cl atom.
SMILES,CRFBP-R2 agonist,PHOSPHO1 inh,M4 PAM,IDE cell inh,IDE cell activ,p-CIP stab down,GalR3 antagonist,MEKK3 PB1 HTS,CRFR2-BP antag
O=C(CCCc1nc(-c2ccccc2Cl)no1)NC1CCCC1,-0.8,22.4,-2.0,5.3,6.0,3.9,-1.9,99.0,6.2
O=C(O)c1cccc(Cn2c(Cl)c(/C=N/NC(=O)c3ccco3)sc2=O)c1,-1.4,29.0,-0.3,-4.2,-0.1,9.7,-0.8,102.0,2.5

# Continuation:
SMILES,CRFBP-R2 agonist,PHOSPHO1 inh,M4 PAM,IDE cell inh,IDE cell activ,p-CIP stab down,GalR3 antagonist,MEKK3 PB1 HTS,CRFR2-BP antag
Cc1ccc(CN2CCN(CC(=O)NC(C)c3ccc4c(c3)OCCO4)C2=O)cc1 (configuration not stated),-1.9,13.0,0.2,3.5,1.6,-2.2,-0.1,108.0,12.4
O=C(COc1ccccc1)Nc1cccc2c1CCCC2,0.3,-38.1,2.3,-0.6,-0.2,-0.6,-4.6,89.0,-0.9
O=C(Nc1nc(-c2ccc(Cl)cc2)cs1)C1CCCO1 (configuration not stated),0.9,-47.4,-5.4,2.7,-0.4,2.9,-0.5,78.0,-15.0
Cn1ncc([N+](=O)[O-])c1C(=O)Nc1nc2ccccc2n1CCN1CCCCC1,-0.7,22.9,12.1,2.7,4.3,-12.8,-5.8,110.0,-1.8
COc1cccc(C2c3[nH]c4ccccc4c3CCN2C(=O)Cn2cncn2)c1OC (configuration not stated),-1.4,1.2,-3.2,1.0,2.7,-11.6,-4.4,93.0,-21.4
CCOC(=O)C1=NNC(C(=O)c2ccc(Cl)cc2)C1c1ccccc1 (configuration not stated),0.9,-0.5,13.1,5.6,2.6,12.2,2.3,115.0,-3.0
Cc1cc(Nc2c(C#N)c(N)nn2C)ccc1F,1.8,47.6,-6.2,0.4,2.7,-0.7,-4.5,100.0,7.0
Cc1nnc(NC(=O)c2sc3nc(-c4cccs4)cc(C(F)(F)F)c3c2N)s1,213.1*,37.3,-12.1,19.1*,-27.3,-166.2,-2.4,88.0,-242.7
CN1C(=S)SC(/[N+]([O-])=C\c2ccc(Cl)cc2)C1(C)C (configuration not stated),-2.4,17.7,-5.9,-1.0,2.5,-10.3,4.0,106.0,20.6
Cc1ccc(C)c(S(=O)(=O)Nc2ccc(C(=O)NCCCN3CCOCC3)cc2)c1,-1.6,/,-8.2,-11.0,3.8,/,-4.1,/,0.9
Cc1ccc(CNS(=O)(=O)c2ccc(C(C)(C)C)cc2)n1C,2.3,-9.8,-5.9,3.3,-0.2,2.1,-10.2,98.0,10.0
Cc1ccc(C(=O)NC(C)C(c2cccs2)N2CCOCC2)cc1C (configuration not stated),-1.9,/,5.6,/,/,/,-8.7,/,10.6
Cc1ccc(-n2c(O)c(C=NCc3ccccn3)c3ccccc3c2=O)cc1C,-1.2,-5.1,2.5,4.3,3.3,-5.5,0.6,104.0,8.1
NS(=O)(=O)c1ccc(NC(=O)CN(C(=O)C(F)(F)F)C2CCCC2)cc1,1.0,/,3.5,/,/,/,-5.0,/,-19.1
C=CCn1c(SCC(=O)Nc2ccc(Cl)cn2)nnc1C1CC1,0.9,9.6,6.5,7.0,-0.8,6.1,-4.0,100.0,-5.5
NCC[C@H](O)C(=O)N[C@@H]1C[C@H](N)[C@@H](O[C@H]2O[C@H](CN)[C@@H](O)[C@H](O)[C@H]2O)[C@H](O)[C@H]1O[C@H]1O[C@H](CO)[C@@H](O)[C@H](N)[C@H]1O,-1.2,15.8,1.8,/,2.5,3.0,-2.9,103.0,64.3*
COc1cc2c(cc1OC)-c1nnc(-c3cccs3)n1C1(CCCC1)C2,-5.4,19.2,-5.3,-2.4,3.3,-6.3,3.5,99.0,-16.7
Cc1ccc(CN2C(=O)CCC2C(=O)NCc2ccccc2Cl)cc1 (configuration not stated),2.1,-10.1,8.9,-1.5,2.1,-10.3,5.7,101.0,9.4
CCN1C(=O)[C@H]2[C@@H](c3ccc(C)cc3)N3C(=O)N(c4cccc(F)c4)C(=O)[C@@]3(Cc3ccc(Cl)cc3)[C@H]2C1=O,41.6,/,1.4,1.5,3.5,/,-7.3,/,-9.1
CC(C)(C)S(=O)N1Cc2cc(CO)cc(CCO)c2[C@H]1CCO (some centres not stated),0.7,/,8.3,/,-0.5,/,1.3,/,-2.8
O=C(O)Cc1ccc(NC(=O)c2ccc(NC(=O)C3CC3)cc2)cc1,2.2,33.5,6.2,-4.3,2.4,3.4,-0.7,99.0,2.1
CC(C)c1cc(C(=O)O)c2ccccc2n1,1.0,13.9,-3.0,3.8,1.4,-3.4,-2.0,89.0,-5.9
CCOc1ccc(NC(=O)COc2ccccc2C(=O)NCc2ccccc2)cc1,0.2,/,6.3,-1.2,2.6,/,-4.5,/,2.1
CCNC(=S)NS(=O)(=O)c1ccccc1,-1.4,42.0,1.3,8.2,-0.2,-1.9,-2.0,99.0,6.5
COc1cc(-c2c(C#N)c(=O)[nH]c3c2c(C)nn3-c2ccccc2)ccc1O,0.2,8.6,-2.3,2.9,2.3,-4.2,-2.8,102.0,27.3
Cc1cc(C)cc(N2CN=c3s/c(=C\c4ccco4)c(=O)n3C2)c1,-1.2,-3.9,-1.7,0.4,4.1,5.2,-1.4,97.0,7.7
O=C(O)CCCCCCNC(=O)c1cncc(O)c1,-5.1,51.8,2.2,-0.7,3.4,-5.9,-4.2,95.0,-9.0
C=CCNc1nc(Nc2ccc(OC)cc2OC)nc(OCC)n1,2.2,-6.6,-3.0,-3.1,5.3,-6.0,-2.0,99.0,-8.9
Cc1cc(C)nc(NC(=O)c2ccc(Cl)c(Cl)c2)n1,-3.0,15.2,-0.6,3.8,4.4,-2.6,-2.1,110.0,10.2
COc1ccc(N(CC(=O)NCc2ccccc2C)S(=O)(=O)c2ccc(C)cc2)cc1OC,-0.5,36.2,-3.6,-4.6,-1.1,-3.8,-10.4,99.0,-4.2
CC(=O)c1ccc(NS(=O)(=O)c2ccc([N+](=O)[O-])cc2)cc1,-0.7,/,6.1,/,5.6,/,-2.5,/,-4.5
CCc1nnc(NC(=O)CSc2nnc(C3CC3)n2C)s1,0.6,-11.5,2.8,-1.2,0.0,2.5,-2.6,108.0,13.4
C=C(NS(=O)(=O)c1ccc(C)cc1)C(=O)OC,-4.8,/,9.0,/,-4.5,/,0.6,/,-3.5
NC(=S)Nc1ncc(C(F)(F)F)cc1Cl,0.3,-0.2,-1.0,0.2,-1.7,-3.0,3.6,104.0,14.1
Cn1c(SCC(=O)NC2CCCC2)nnc1C(F)(F)F,1.1,/,4.5,-2.5,7.4,/,-1.6,/,3.1
Cc1[nH]n(-c2ccccc2)c(=O)c1C=Nc1ccc2[nH]c(=O)[nH]c2c1,0.3,-12.5,17.9,1.3,3.9,-14.2,0.4,105.0,3.5
Cc1cc(N2CCN(c3nc4ccccc4s3)CC2)n2ncnc2n1,-0.9,33.8,-7.1,16.8*,-24.9,-16.9,23.9*,98.0,22.6
COc1ccc(C2/C(=C(/O)c3ccc4c(c3)CC(C)O4)C(=O)C(=O)N2Cc2cccnc2)cc1 (configuration not stated),0.6,42.2,1.4,3.4,-4.1,-14.2,-5.5,103.0,0.5
Cc1cc(C(=O)N/N=C/C(Cl)=C/c2ccccc2)c(C)o1,-0.8,6.1,-3.9,-12.2,-2.5,-0.3,-2.9,100.0,9.2
Cc1cccc(C)c1NC(=O)CC(NCc1ccco1)C(=O)O (configuration not stated),-2.5,-20.5,-5.4,7.1,0.8,-12.3,0.1,/,9.2
Cc1ccc(S(=O)(=O)Oc2ccc(C3C4=C(CCCC4=O)OC4=C3C(=O)CCC4)cc2)cc1,1.3,20.3,9.4,4.0,2.2,-1.5,-3.3,104.0,10.9
CCC(C)c1ccc(NC(=O)c2ccco2)cc1 (configuration not stated),-2.2,40.8,1.9,/,1.4,2.6,-5.3,104.0,-7.4
Cc1ccc(C2SCCN2C(=O)c2ccc([N+](=O)[O-])cc2)cc1 (configuration not stated),-1.8,-2.2,-9.4,2.0,5.0,-4.0,-0.6,98.0,38.2
O=C(CN1C(=O)S/C(=C/c2cccnc2)C1=O)N1CCOCC1,0.2,-6.4,1.0,7.0,6.0,-13.0,1.9,86.0,9.3
O=C(/C=C/c1ccc(Cl)cc1Cl)NCCSCc1ccccc1,3.5,-5.1,-4.4,0.4,-1.4,-8.8,-5.5,92.0,15.6
O=C(COc1cc(Cl)c(Cl)cc1Cl)Nc1ccncc1,0.1,-3.2,5.9,-0.2,0.6,-5.3,13.0*,97.0,-29.8
COC(=O)CC1(C(=O)OC)Oc2ccc(Br)cc2C(=O)N1c1ccc(Br)cc1Cl (configuration not stated),-0.1,-23.1,-26.1,-1.0,-4.5,-20.1,-5.9,95.0,4.9
Cc1cccc(C(=O)Nc2ccc(N3CCN(c4ccc(C(F)(F)F)cn4)CC3)nc2)c1,-0.5,3.3,-60.7,4.7,-7.2,8.3,4.6,92.0,-8.2
O=C(OCc1nnc(-c2ccccc2)o1)c1cccc(S(=O)(=O)N2CCOCC2)c1,-1.9,/,2.0,1.9,6.1,/,-0.6,/,-1.7
Cc1ccccc1OC(C)C(=O)NCc1cccnc1 (configuration not stated),-0.3,-14.3,-9.9,6.8,-1.3,16.0,-2.5,87.0,-4.7
